# C-LANA FP: inhibitors of KSHV C-LANA binding to DNA, primary screen, biochemical, fluorescence polarization, FAM-LBS DNA, MBP-C-LANA, single point; Kaposi's sarcoma herpesvirus LANA C-terminal domain (residues 932-1162) DNA binding; inhibition, % at 9 µM; 0.078% of 340,000 active;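 active = highest replicate inhibition at or above 60% at 9 µM, even if other replicates fall short; inactive = all replicates below 60% inhibition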;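 note: 0% = neutral control wells and 100% = 4 µM acridine orange control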
# CAL PDZ FP-1: untagged CAL PDZ binding inhibitors, primary screen, biochemical, fluorescence polarization, HTS | 0.92% of 300,000 active | AID 602252, 2012 | inhibition, % at 24.9 µM | purified CAL PDZ, TMR-peptide fluorescence polarization, 1 h | Golgi-associated PDZ and coiled-coil motif-containing protein (Homo sapiens), Q9HD26;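 active = mean inhibition of at least 30% with at least half of replicates also reaching 30%; inconclusive = no clear call, values can overlap the other calls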;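 note: 0% = DMSO neutral control and 100% = excess unlabeled competitor peptide PRC23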
# CAL PDZ FP-2: CAL PDZ peptide-binding inhibitors, primary screen, biochemical, fluorescence polarization, Cer-tagged CAL PDZ, HTS; 0.02% of 330,000 active; inhibition, % at 20 µM; AID 504414, 2011; Golgi-associated PDZ and coiled-coil motif-containing protein (Homo sapiens), Q9HD26; purified CAL PDZ, TMR-peptide fluorescence polarization, 1 h;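 active = highest replicate inhibition of at least 40%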;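 note: plate controls were DMSO neutral control wells for no effect and unlabeled competitor peptide control wells for full effect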
#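 Read-out basis: mP drop reported as inhibition | Assay system: Tagged CAL PDZ protein CerCALP, purified | Benchmarks: Unlabelled peptide for full inhibition, DMSO wells as neutral | Schedule: 1 h incubation at room temperature before polarization reading | Buffer or medium: Sodium phosphate/NaCl buffer pH 7.4 with TCEP, IgG, Thesit | Doses: Single point, 20 µM | Measured by: Fluorescence polarization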
# Cardiac RTF inh: cardiac RTF calcium sensitivity inhibitors, primary screen, biochemical, IANBD-TnC fluorescence, EC70 calcium; AID 493244, 2011; IANBD-labeled cardiac RTF, Ca2+ fluorescence; Troponin I, cardiac muscle (Homo sapiens) + Troponin T, cardiac muscle (Homo sapiens) + …; inhibition, % at 7.15 µM; 0.12% of 340,000 active;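 active = inhibition above the mean inhibition of all tested compounds plus 3 SD, cut at about 17% in these data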;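 note: assay run at fixed EC70 calcium of 1.6 mM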
# Rtt109 Vps75: inhibitors of C. albicans Rtt109/Vps75 HAT, primary screen, biochemical, ThioGlo CoA-SH fluorescence, plate reader; Histone acetyltransferase RTT109 (Candida albicans (strain SC5314 / ATCC MYA-2876)), …; AID 540336, 2011; 0.16% of 330,000 active; inhibition, % at 34.9 µM; purified Rtt109/Vps75, 4 h;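 active = inhibition of at least 50% in every replicate; inconclusive = best replicate reaches 50% inhibition but some replicates fall short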
# Target sequence (Q5AAJ8 whole entry, looked up): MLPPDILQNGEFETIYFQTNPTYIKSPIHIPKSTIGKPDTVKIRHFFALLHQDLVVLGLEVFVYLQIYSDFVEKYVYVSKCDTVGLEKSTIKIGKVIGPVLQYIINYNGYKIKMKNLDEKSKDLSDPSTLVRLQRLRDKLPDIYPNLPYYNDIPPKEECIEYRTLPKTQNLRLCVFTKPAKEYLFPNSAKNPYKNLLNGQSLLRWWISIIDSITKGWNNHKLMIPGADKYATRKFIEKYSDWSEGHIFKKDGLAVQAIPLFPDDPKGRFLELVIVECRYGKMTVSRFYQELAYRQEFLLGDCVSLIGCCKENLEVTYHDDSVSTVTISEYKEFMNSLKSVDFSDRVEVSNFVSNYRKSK
# Keap1-Nrf2 PPI: Keap1-Nrf2 protein-protein interaction inhibitors, primary screen, biochemical, fluorescence polarization, single point | Kelch-like ECH-associated protein 1 (Homo sapiens), Q14145 | 0.15% of 340,000 active | inhibition, % at 9.4 µM | Keap1 Kelch-Nrf2 peptide fluorescence polarization, 1536-well | AID 504523, 2011; in the data active = inhibition above about 12%; inconclusive = no clear call, values can overlap the other calls; inactive = below about 7.3%;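 note: human Keap1 Kelch domain with fluorescein labeled Nrf2 9mer peptide probe; 0% = neutral control wells and 100% = peptide positive control; higher means more block of Keap1 binding to Nrf2 peptide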
# cardiac RTF act: cardiac RTF calcium sensitivity activators, primary screen, biochemical, IANBD-TnC fluorescence, EC20 calcium; Troponin I, cardiac muscle (Homo sapiens) + Troponin T, cardiac muscle (Homo sapiens) + …; IANBD-labeled TnC RTF fluorescence at EC20 calcium; 0% EC20 calcium, 100% full calcium; activation, % at 7.2 µM; 0.24% of 340,000 active; AID 493008, 2010;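 active = activation above the mean over all tested compounds plus 3 SD, cut at about 30% in these data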;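 note: rise in fluorescence read as greater calcium sensitivity of cardiac thin filaments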
# PKA-R2B act: activators of PKA-R2B holoenzyme, primary screen, biochemical, fluorescence polarization, Cy5-IP20, human; activation, % at 11.4 µM; PKA-R2B holoenzyme dissociation; R2B truncated from residue 108, S112A mutant; 0% DMSO only, 100% 113 µM cGMP; 0.079% of 340,000 active;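 active = activation above a cutoff set at the mean over all compounds plus 3 SD, cut at about 18% in these data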;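 note: higher means more holoenzyme dissociation and a rise in polarization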
# SR-BI DiI-HDL act: activators of SR-BI mediated DiI-HDL uptake, primary screen, ldlA[mSR-BI] CHO cells, DiI fluorescence; 0.096% of 320,000 active; AID 504775, 2011; 3 h; 100 = double the neutral-control signal; activation, % at 12.5 µM;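 active = mean replicate activation of at least 60% and every replicate at or above 60%; inconclusive = mean or all-replicate condition met, but not both; inactive = mean below 60% and not all replicates reaching 60%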;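 note: 0% = median plate neutral-control signal and 100% = twice that signal; values of inactives mirror those of a sister screen read the other way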
#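 Material: SR-BI-overexpressing, LDLR-lacking CHO cells; schedule: compound exposure 3 h, 37 °C; reagent: DiI-labelled HDL at 10 µg/mL final; technique: bottom-read fluorescence, 550/595 nm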
# DAGLB inh: DAGLB lipase inhibitors, primary screen, biochemical, fluorescence, HTS. inhibition, % at 5.17 µM. Diacylglycerol lipase-beta (Homo sapiens), Q8NCG7. 0.059% of 340,000 active. HEK293T DAGLB membrane lysate, EnzChek fluorogenic substrate; in the data active = inhibition above about 34%;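 note: 0% = enzyme with vehicle and 100% = wells lacking enzyme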
# Target sequence (Q8NCG7 whole entry, looked up): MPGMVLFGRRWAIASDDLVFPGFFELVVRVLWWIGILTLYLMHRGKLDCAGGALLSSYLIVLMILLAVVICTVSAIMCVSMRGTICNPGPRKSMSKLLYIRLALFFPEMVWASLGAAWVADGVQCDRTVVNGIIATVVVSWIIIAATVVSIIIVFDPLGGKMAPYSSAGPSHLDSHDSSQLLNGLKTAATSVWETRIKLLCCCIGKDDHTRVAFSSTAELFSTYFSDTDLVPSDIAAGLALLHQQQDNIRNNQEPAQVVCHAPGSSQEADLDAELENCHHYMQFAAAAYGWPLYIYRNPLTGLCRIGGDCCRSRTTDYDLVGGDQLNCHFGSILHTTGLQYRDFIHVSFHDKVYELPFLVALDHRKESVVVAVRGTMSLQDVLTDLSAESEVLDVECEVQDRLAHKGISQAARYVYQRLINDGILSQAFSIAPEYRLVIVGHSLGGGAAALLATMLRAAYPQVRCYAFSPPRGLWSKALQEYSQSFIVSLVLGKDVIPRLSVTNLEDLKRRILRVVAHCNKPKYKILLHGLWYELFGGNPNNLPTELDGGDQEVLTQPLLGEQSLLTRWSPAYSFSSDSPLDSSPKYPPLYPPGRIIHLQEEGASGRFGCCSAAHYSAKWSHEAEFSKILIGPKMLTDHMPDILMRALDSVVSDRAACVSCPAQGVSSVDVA
# Starred values were filed as active, the others as inactive; ? = inconclusive; . = no result given.
# Below each SMILES – C-LANA FP	CAL PDZ FP-1	CAL PDZ FP-2	Cardiac RTF inh	Rtt109 Vps75	Keap1-Nrf2 PPI	cardiac RTF act	PKA-R2B act	SR-BI DiI-HDL act	DAGLB inh
> COc1ccc(N2CCN(C(CNC(=O)C(=O)NCCC3=CCCCC3)c3ccco3)CC2)cc1 (centres undefined)
 : 0.3	-1	-3.2	7	-15	1	-18	-15	-36	2
> CN(C)CCNc1ncnc2c1cnn2-c1ccc(Cl)cc1
 : -0.9	.	-4.0	-2	4	-3	0	-6	.	1
> O=C(NC1CCSc2ccccc21)c1ccc(F)c(S(=O)(=O)N2CCOCC2)c1 (centres undefined)
 : .	0	-2.3	-6	19	-1	-2	-4	-6	-6
> CC(C)NC(=O)CCCN1C(=O)c2ccccc2Sc2ncccc21
 : 0.2	-1	-0.9	-5	2	-7	-4	6	9	-2
> O=C(N1CCOCC1)N1CCN(S(=O)(=O)c2ccc(Cl)cc2)C1
 : -2.1	-5	-3.6	-4	2	-4	-2	5	5	-1
> O=S(=O)(c1ccc2nc(Nc3ccccc3)ccc2c1)N1CCCCC1
 : 1.7	-2	-2.4	10	-6	-6	-1	-2	-31	-1
> O=C(CSc1nc(-c2ccco2)cc(C(F)(F)F)n1)N1CCCc2ccccc21
 : 2.2	-3	0.6	0	-2	-2	-3	-10	0	-3
> NC(=O)C1CC(=O)N(c2ccc(OCc3c(Cl)cccc3Cl)cc2)C1 (centres undefined)
 : -0.8	-4	-2.3	-5	-4	-5	1	-13	?	3
> NC(=O)C(=O)N/N=C/c1c[nH]c2ccc(Br)cc12
 : 3.2	0	-2.5	-5	8	1	0	-1	-19	2
> COc1ccc(CCNC(=O)C2CC(c3ccccc3[N+](=O)[O-])=NO2)cc1 (centres undefined)
 : -1.2	1	-0.8	-8	1	3	-1	-8	4	-1
> CC(NC(=O)c1ccccc1Cl)NC(=O)c1ccccc1Cl
 : 0.3	-2	-2.1	0	5	-2	-4	-7	10	-4
> Cc1ccccc1C(=O)NNC(=O)C1CCN(c2ncccn2)CC1
 : 0.0	-2	-2.7	-5	7	-4	-6	-5	.	0
> Cn1nnc2cc(C(=O)NC(C)(C)C)ccc21
 : 1.3	3	0.0	4	-1	-4	-1	-3	31	0
> FC(F)Oc1ccccc1NC(=S)NCCc1ccccc1
 : 0.9	-1	-0.7	-6	-4	-5	6	-2	-5	-3
> O=C(CCc1nc2ccccc2c(=O)[nH]1)NNC(=O)c1ccccc1Cl
 : 0.3	-5	-2.6	-11	-9	-3	-3	-6	-23	-2
> COc1ccc(C(=O)Cn2c(=O)c(CCC(=O)O)nn3c4ccccc4nc23)cc1OC
 : -1.7	-5	0.0	10	1	-6	6	1	8	0
> CNC(=O)/C(C#N)=C1/SC(Cc2ccc(F)cc2)C(=O)N1c1ccccc1 (centres undefined)
 : 1.1	-2	0.4	-1	7	-1	-3	4	-1	0
> O=C(Nc1ccc(S(=O)(=O)Nc2nccs2)cc1)c1ccc(N2C(=O)c3ccccc3C2=O)cc1
 : 2.4	-3	-3.6	3	-8	2	2	9	17	4
> Cc1onc(-c2ccccc2Cl)c1C(N)=O
 : -0.2	-3	0.2	-6	-3	-4	-2	5	8	-1
> O=C(COC(=O)c1ccc([N+](=O)[O-])cc1)Nc1cccnc1Cl
 : -1.0	-5	-1.8	4	26	3	-5	-1	37	-4
> Cc1ccc(C)c(OCc2nc3ccc(S(=O)(=O)Nc4c(C)n(C)n(-c5ccccc5)c4=O)cc3[nH]2)c1
 : -1.0	.	-1.5	1	23	3	2	-6	-6	3
> C=CCn1c(COc2ccc(Cl)cc2)nnc1SCC(=O)Nc1ccc(S(N)(=O)=O)cc1
 : -1.0	-4	-4.4	-12	-1	-3	-6	-15	-13	-4
> CCOC(=O)N1CCC(NC(=O)CC2C(=O)NCCN2Cc2ccccc2)CC1 (centres undefined)
 : 1.0	-1	-1.1	4	-7	-4	-4	-20	25	1
> CC1=CCC(Cc2nc3ccccc3o2)C1(C)C (centres undefined)
 : -0.5	-5	-3.0	3	-8	-3	1	-6	-14	-1
> CC(C)C(=O)Nc1ccc(C(=O)NNC(=O)NC2CCCCC2)cc1
 : 0.1	-1	-2.5	-8	-8	-3	-1	3	9	-1
> CCOc1ccc(CCNC(=O)CN2C(=O)CCSc3ccccc32)cc1OCC
 : -0.9	-5	-1.1	-6	2	-1	8	-5	-10	-1
> N#CC1=C(N)Oc2cc(O)ccc2C1c1cccnc1 (centres undefined)
 : 1.6	-1	-0.4	0	-2	-2	3	1	14	1
> CCOC(=O)C1CCN(C(=O)c2ccc3nc(-c4ccc(OC)cc4)c(-c4ccc(OC)cc4)nc3c2)CC1
 : 1.0	-1	-3.6	0	-14	1	-2	4	-68	-4
> CC(C)N1CCC(N2CCN(Cc3ccc4nsnc4c3)CC2CCO)CC1 (centres undefined)
 : -0.4	.	-0.1	-7	7	-6	9	-6	31	3
> O=C(Nc1cccc(Cl)c1Cl)C1CCN(c2ncccn2)CC1
 : 0.2	.	0.5	2	7	-6	-6	-5	-4	-4
> Cc1ccc(-c2noc(C3CCCN(C(=O)c4ccc(Cl)cc4)C3)n2)o1 (centres undefined)
 : -0.3	-4	0.5	5	1	0	0	3	-11	-3
> CCc1cc2c(NCCN3CCCCC3)ncnc2s1
 : -2.6	2	-0.8	6	-4	-2	-5	-4	21	-2
> O=S(=O)(NCc1ccco1)c1ccc(Cl)nc1
 : 0.3	-1	-2.5	-3	39	-6	2	-7	44	0
> COc1ccc(NC(=O)C2(c3cccs3)CCOCC2)cc1
 : 0.5	-1	-3.3	0	-1	1	1	12	.	-3
> C=CCN(C(=O)c1csnn1)C(C(=O)NCc1ccc(F)cc1)c1ccccc1F (centres undefined)
 : -0.4	3	-1.1	-23	-1	1	-6	2	-10	0
> Cc1ccc(NC2=NCCCCC2)cc1C
 : -1.5	-3	.	-4	2	-2	9	-7	8	2
> CCC1CCc2c(sc3nc(SCC(=O)NCc4ccco4)n(-c4ccccc4)c(=O)c23)C1 (centres undefined)
 : 1.2	2	-0.4	3	-2	0	0	-2	6	2
> O=C(O)c1ccccc1-c1ccccc1C(=O)NCc1cccnc1
 : -0.9	-1	.	-5	-9	-2	0	4	5	0
> CC(Oc1ccc(F)cc1)C(=O)/C=C\N(C)C (centres undefined)
 : 1.0	-4	-1.7	-5	-2	-1	-2	4	31	1
> CCCc1nc2sc3c(c2c(=O)n1NC(=O)CCC(=O)OC)CCCC3
 : -0.4	-8	-3.3	-5	-5	-2	-1	8	.	2
> Cc1ccc(C(=O)NCC(=O)OCC(=O)NCCc2ccccc2)s1
 : -0.2	4	-0.4	-5	10	0	2	-6	8	-1
> Cc1nc(N2CCN(C)CC2)c2sc(=S)n(-c3ccccc3)c2n1
 : 0.7	.	-1.1	-2	12	-1	3	2	-25	-4
> Cc1noc(C)c1NC(=O)N(C)C[C@@H]1Oc2c(NC(=O)NC(C)C)cccc2C(=O)N([C@@H](C)CO)C[C@@H]1C
 : 1.5	4	-0.3	-3	-7	-2	-2	-6	-12	-2
> CCOc1ccc(/C=N/NC(=O)c2cc(-c3ccccc3)nc3ccccc23)cc1O
 : 2.6	1	-0.9	-8	-10	-2	-10	6	.	1
> CCOC(=O)c1cccc(Nc2ncnc3ccc(C)cc23)c1
 : -0.2	-6	-4.2	2	?	1	-6	0	-34	-2
> COc1nnc(-c2ccc(N3CCOCC3)c(NC(=O)C3CCCCC3)c2)c2ccccc12
 : 0.3	-3	.	-1	13	2	-5	-10	-27	0
> CCOc1ccc(Cn2c(C)nc([N+](=O)[O-])c2SCC(O)CCl)cc1[N+](=O)[O-] (centres undefined)
 : -2.2	-1	-0.9	-8	0	2	2	5	-6	-2
> CCOC(=O)c1c(NC(=O)CSc2nnc(C)c(=O)[nH]2)sc2c1CCCC2
 : 0.0	1	-1.9	-29	0	-1	3	-3	34	17
> Cc1ccc(NC(=O)Cn2nnc3ccccc32)cc1
 : 2.4	6	0.0	.	-1	1	.	.	-5	.
> COc1ccc(C(=O)NNC(=O)C(=O)NC2CCCCC2)cc1
 : 0.5	-2	-1.6	-10	6	-6	-7	1	.	2
> O=C(COc1cccc(C(F)(F)F)c1)NCC(c1ccco1)N1CCCCC1 (centres undefined)
 : 0.8	-1	-2.9	-3	0	-3	-3	-2	4	-6
> C=CCc1c(NCCO)nc(C)[nH]c1=O
 : -0.7	0	-3.3	-5	3	-8	6	11	5	-1
> COc1cc(C2C(C#N)=C(C)NC(C)=C2C#N)cc(OC)c1OC
 : -1.2	1	-3.5	-15	.	-5	5	-9	25	1
> Cc1ccccc1-c1nc(CS(=O)(=O)CC(=O)NCCCN2CCN(C)CC2)c(C)o1
 : 0.7	5	0.0	-9	-4	2	-4	12	7	2
> CCOCCn1c(CN2CCN(C(c3ccccc3)c3ccccc3)CC2)nc2c1c(=O)n(C)c(=O)n2C
 : 0.5	-6	-2.2	-3	-5	-3	-4	1	10	1
> CCN(CC)S(=O)(=O)c1ccc(OC)c(NC(=O)COc2ccccc2[N+](=O)[O-])c1
 : -0.7	.	-4.0	-4	-7	4	6	-6	-14	-2
> CCOC(=O)c1sc2ncnc(N3CCN(C)CC3)c2c1C
 : -1.7	-2	0.0	-9	9	-1	-5	9	-25	0

# From PubChem
